GSTO1 counter = blocks human GSTO1 in RBBP9 counter-screen. recombinant GSTO1, activity-based probe fluorescence polarization. P78417. hit rate 1.1% among 300,000. inhibition, % at 5.96 µM;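 active = inhibition above the campaign mean inhibition plus 3 SD, cut at about 35% in these data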;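 note: 0% = GSTO1-1 with DMSO and 100% = wells lacking GSTO1-1 enzyme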
PAFAH1B3 FP inh = blocks human PAF acetylhydrolase 1B catalytic subunit 3 | Q15102 | recombinant PAFAH1B3, FP-rhodamine probe, fluorescence polarization | inhibition, % at 3.39 µM | hit rate 0.28% among 340,000;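 active = inhibition above the screen-wide average of all tested compounds plus 3 SD, cut at about 25% in these data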;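 note: 0% = enzyme with DMSO only and 100% = wells lacking PAFAH1B3 protein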
pPAFAH FP inh = pPAFAH (human) enzyme inhibition; inhibition, % at 3.39 µM; hit rate 1.5% among 330,000; recombinant pPAFAH, FP-rhodamine probe fluorescence polarization; AID 463082; Q13093;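 active = inhibition above the mean inhibition across the screen plus 3 SD, cut at about 25% in these data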;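 note: inhibitors block binding of the rhodamine activity-based probe so polarization drops; 0% = enzyme with DMSO and 100% = wells lacking pPAFAH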
Target sequence (Q13093 whole entry, looked up): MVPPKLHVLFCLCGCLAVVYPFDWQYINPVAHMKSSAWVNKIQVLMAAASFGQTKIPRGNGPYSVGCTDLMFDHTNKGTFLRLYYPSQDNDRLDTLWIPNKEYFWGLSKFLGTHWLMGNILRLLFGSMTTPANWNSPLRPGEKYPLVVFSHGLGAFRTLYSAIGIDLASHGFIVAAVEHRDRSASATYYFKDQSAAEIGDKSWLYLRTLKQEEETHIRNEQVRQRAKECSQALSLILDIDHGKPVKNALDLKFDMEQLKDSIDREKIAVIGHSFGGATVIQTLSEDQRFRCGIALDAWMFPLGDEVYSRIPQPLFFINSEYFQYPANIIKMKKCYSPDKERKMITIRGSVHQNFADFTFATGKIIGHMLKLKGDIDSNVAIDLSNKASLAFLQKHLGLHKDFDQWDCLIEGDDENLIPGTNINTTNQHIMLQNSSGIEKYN
PAFAH2 FP inh = inhibitors of human PAFAH2. inhibition, % at 3.39 µM. Q99487. hit rate 0.99% among 340,000. recombinant PAFAH2, FP-rhodamine activity probe, fluorescence polarization;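 active = inhibition above the mean over all tested compounds plus 3 SD, cut at about 30% in these data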;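 note: inhibitors block probe labeling of enzyme so polarization drops; 0% = enzyme with DMSO and 100% = wells lacking PAFAH2 protein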
LYPLA2 counter = LYPLA2 (human) inhibition in PME1 counter-screen; recombinant LYPLA2, FP-Rh probe fluorescence polarization; hit rate 0.38% among 320,000; O95372; inhibition, % at 5.9 µM;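 active = inhibition above the screen-wide mean plus 3 SD, limit set per campaign, cut at about 26% in these data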;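 note: 0% = LYPLA2 with DMSO and 100% = wells lacking LYPLA2 enzyme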
PAFAH1B2 inh = inhibitors of human PAFAH1B2 | P68402 | recombinant PAFAH1B2, FP-rhodamine activity probe, fluorescence polarization | inhibition, % at 3.39 µM | hit rate 1.2% among 340,000 | AID 492953;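 active = inhibition above the mean of all tested compounds plus 3 SD, cut at about 24% in these data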;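 note: 0% = enzyme with DMSO and 100% = wells lacking PAFAH1B2; many of its hits are not listed in these tables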
PREPL inh = human PREPL enzyme inhibition | hit rate 0.68% among 320,000 | recombinant PREPL, fluorescence polarization activity-based probe | Q4J6C6 | inhibition, % at 5.96 µM | AID 2751; in the data active = inhibition above about 43%;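 note: 0% = enzyme with DMSO and 100% = wells lacking enzyme; many of its hits are not listed in these tables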
PAD4 inh = PAD4 (human) enzyme inhibition; Q9UM07; recombinant PAD4, RCA probe fluorescence polarization; inhibition, % at 6.36 µM; hit rate 0.41% among 330,000; AID 485272;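 active = percent inhibition above a cutoff equal to the mean of all tested compounds plus 3 SD, cut at about 15% in these data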;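 note: 0% = PAD4 with RCA probe and DMSO and 100% = probe without PAD4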
Target sequence (Q9UM07 whole entry, looked up): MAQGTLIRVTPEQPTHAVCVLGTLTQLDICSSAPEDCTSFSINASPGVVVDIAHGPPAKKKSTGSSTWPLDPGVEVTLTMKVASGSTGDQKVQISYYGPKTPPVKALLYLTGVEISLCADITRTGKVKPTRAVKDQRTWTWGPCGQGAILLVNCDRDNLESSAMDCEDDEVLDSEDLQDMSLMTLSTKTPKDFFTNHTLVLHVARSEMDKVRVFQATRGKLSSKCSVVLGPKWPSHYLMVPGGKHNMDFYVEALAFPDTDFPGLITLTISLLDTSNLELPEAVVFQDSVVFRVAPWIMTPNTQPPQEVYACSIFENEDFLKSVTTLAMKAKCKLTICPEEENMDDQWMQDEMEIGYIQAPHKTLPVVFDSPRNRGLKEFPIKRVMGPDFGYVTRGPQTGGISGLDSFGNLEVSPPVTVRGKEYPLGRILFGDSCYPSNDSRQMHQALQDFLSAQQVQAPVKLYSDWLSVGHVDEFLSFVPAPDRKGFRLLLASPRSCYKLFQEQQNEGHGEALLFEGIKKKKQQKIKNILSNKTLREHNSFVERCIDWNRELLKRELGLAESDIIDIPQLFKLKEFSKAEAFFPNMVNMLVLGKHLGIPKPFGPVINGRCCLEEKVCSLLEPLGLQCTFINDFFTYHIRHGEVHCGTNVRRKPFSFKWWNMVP
LYPLA1 inh = LYPLA1 (human) inhibition in PME1 counter-screen; inhibition, % at 5.9 µM; O75608; hit rate 0.16% among 320,000; recombinant LYPLA1, FP-Rh probe fluorescence polarization; AID 2174;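 active = inhibition above the mean of all tested compounds plus 3 SD, set per campaign, cut at about 14% in these data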;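 note: inhibitors block serine hydrolase probe labeling of LYPLA1 so polarization falls; 0% = enzyme with DMSO and 100% = wells lacking LYPLA1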
An asterisk follows results filed as active; x = not tested or not shown. Some of the compounds tested (hit frequency here may not be typical).

SMILES	GSTO1 counter	PAFAH1B3 FP inh	pPAFAH FP inh	PAFAH2 FP inh	LYPLA2 counter	PAFAH1B2 inh	PREPL inh	PAD4 inh	LYPLA1 inh
O=C1CC(N2CCN(c3ccc(Cl)cc3)CC2)C(=O)N1c1ccccc1 (stereo unspecified)	3	7	0	-1	4	6	7	5	2
CC(C)(C)CC(C)(C)c1ccc(OCC(=O)N/N=C/c2ccc(S(=O)(=O)O)o2)cc1	-8	1	-10	-2	-7	9	-24	0	-6
Cc1cnc(NC(=O)CSc2nnc(CNc3ccc(F)cc3)n2CC2CCCO2)s1 (stereo unspecified)	7	7	8	-4	6	2	0	1	-2
NC(=O)c1nsc(C(=O)N(c2cccc(F)c2)C(C(=O)NCC2CCCO2)c2cccs2)c1N (stereo unspecified)	-3	-5	-2	5	-3	3	3	3	-1
N#C/C(=C\c1ccc[nH]1)Sc1nc2ccccc2s1	-4	5	3	-3	11	2	-39	-3	0
CSc1nc2c(c(=O)[nH]c(=O)n2C)n1CCCc1ccccc1	-1	5	4	2	8	1	4	-1	0
Cc1ccc(S(=O)(=O)N2CCOCC2)cc1NC(=O)COc1ccc(C(=O)c2ccccc2)cc1	x	3	2	-1	12	5	13	-3	-6
O=C(Nc1cccc(S(=O)(=O)NC2=NCCCCC2)c1)c1cc(-c2ccncc2)nc2ccccc12	-7	-3	8	8	-2	-1	19	-4	-5
CN1CCN(C(=S)c2ccc(OCC(=O)Nc3cccc(C(F)(F)F)c3)cc2)CC1	-6	-10	7	0	6	3	16	-1	-4
O=C(N/N=C/c1cccc(Br)c1)c1ccc(Br)cc1	1	-3	-2	-11	-5	-2	-3	-1	-2
Cc1ccc(Cn2c(-c3nonc3N)nc3ccccc32)cc1	0	-2	0	2	-4	-5	-4	-6	-1
O=C(CN(C(=O)CCC(=O)Nc1nccs1)c1ccc(F)c(Cl)c1)NCC1CCCO1 (stereo unspecified)	4	3	-3	0	2	0	1	-2	-1
O=C(NCCN1CCOCC1)c1cccnc1SCc1ccccc1Cl	1	2	1	4	2	-2	12	1	6
Cc1ccc2nc(Cl)c(/C=N/NC(=O)[C@H]3C[C@@H]3c3ccccc3)cc2c1	-4	-3	7	-3	-5	-3	-10	0	-7
CCOC(=O)N1CCN(C(=O)CS(=O)(=O)c2cn(Cc3ccccc3Cl)c3ccccc23)CC1	27	9	-8	11	3	2	8	3	0
O=C(CNS(=O)(=O)c1ccc2ccccc2c1)NCCc1ccccn1	3	7	5	6	0	3	-6	-1	5
COc1ccc(N2C(=O)CC(N(CCc3ccc(OC)c(OC)c3)C(=S)Nc3ccccc3)C2=O)cc1 (stereo unspecified)	-5	-2	3	-7	3	1	3	1	0
CCOc1ccccc1Oc1nc(-c2ccccc2O)nc2ccccc12	4	0	3	-7	-5	-1	-2	1	-4
CCOC(=O)C1=C(C)N(C[C@@H]2CC[C@@H](Cc3ccc(-c4ccccc4)cc3)O2)C(=O)NC1c1ccc(C(F)(F)F)cc1 (stereo partly specified)	x	2	8	1	x	7	x	-1	x
Cc1ccc(C2Nc3ccccc3-c3nc4ccccc4n32)o1 (stereo unspecified)	-8	-2	-3	-12	-13	-5	-14	-7	-10
Cc1ccc(CNC(=O)CN2C(=O)CSc3ccc(S(=O)(=O)N4CCCCC4)cc32)cc1	4	-4	1	4	-2	6	2	0	-3
CCOC(=O)Cc1csc(NC(=O)COc2cc(C)cc(C)c2)n1	3	-7	5	1	2	2	1	-1	2
C[C@@H](C(=O)OCC(=O)Nc1cc(S(=O)(=O)N2CCOCC2)ccc1Cl)N1C(=O)C2CCCCC2C1=O (stereo partly specified)	-2	-1	-10	1	-7	-1	-1	-4	-6
CCCCCCCCC(=O)N1CCN(c2cc3c(cc2F)c(=O)c(C(=O)O)cn3CC)CC1	-2	3	1	-4	0	6	0	0	-1
COc1ccccc1N1CCN(C2CCCN(C(=O)CCN3CCCCO3)C2)CC1 (stereo unspecified)	1	3	3	-3	17	3	9	-2	3

The list goes on; it opens with the 3 that closed the last part.
SMILES	GSTO1 counter	PAFAH1B3 FP inh	pPAFAH FP inh	PAFAH2 FP inh	LYPLA2 counter	PAFAH1B2 inh	PREPL inh	PAD4 inh	LYPLA1 inh
C[C@@H](C(=O)OCC(=O)Nc1cc(S(=O)(=O)N2CCOCC2)ccc1Cl)N1C(=O)C2CCCCC2C1=O (stereo partly specified)	-2	-1	-10	1	-7	-1	-1	-4	-6
CCCCCCCCC(=O)N1CCN(c2cc3c(cc2F)c(=O)c(C(=O)O)cn3CC)CC1	-2	3	1	-4	0	6	0	0	-1
COc1ccccc1N1CCN(C2CCCN(C(=O)CCN3CCCCO3)C2)CC1 (stereo unspecified)	1	3	3	-3	17	3	9	-2	3
Cc1nnc(NC(=O)CCC(=O)N2CCC(C)CC2)s1	3	8	0	2	5	6	7	3	2
COC(=O)C1CCCN1S(=O)(=O)c1ccc2ccccc2c1 (stereo unspecified)	5	5	6	-2	8	6	-2	-3	2
CCN1CCCC1CNC(=O)CS(=O)(=O)Cc1nc(-c2ccccc2C)oc1C (stereo unspecified)	7	0	4	1	-4	4	41	1	2
Cc1ccc(N=Cc2c(C)[nH]n(-c3nc4ccccc4[nH]3)c2=O)cc1	10	-4	2	-4	1	4	-4	2	4
CSc1ccccc1NC(=O)c1ccc(N2CC3CC(C2)c2cccc(=O)n2C3)c(NC(=O)c2cccnc2)c1 (stereo unspecified)	1	3	9	3	-7	2	0	-3	2
CCOC(=O)Cc1cc(-c2ccc(F)cc2)nc2ccc3ccccc3c12	2	4	4	-5	-5	0	-5	3	2
Cc1ccc2oc(C(=O)N3CCN(CC(=O)NC(C)C)CC3)c(C)c2c1	1	4	4	1	7	2	12	1	0
O=C(CN1C(=O)S/C(=C\C=C\c2ccccc2)C1=O)Nc1ccc(O)cc1	0	-3	-6	-47	-42	-10	15	1	-35
CCOC(=O)c1c(S(=O)(=O)NCc2cccs2)c(C)n(C)c1C	-3	6	5	4	0	1	6	4	8
Cc1ccc(S(=O)(=O)Nc2ccc3c(c2)ncn3C(C)(C)C)cc1	13	2	-1	0	7	13	13	1	-4
Cc1ccccc1S(=O)(=O)c1c(C)cc(-c2ccccc2)[nH]c1=O	0	1	-3	4	4	10	-39	3	3
Cc1nc(NC(=O)C(Cl)Cl)sc1C(=O)N(C)C	9	7	1	7	-2	2	1	-6	-3
COc1ccccc1OCC(=O)NNC(=O)Nc1ccccc1	2	1	-2	5	0	-1	7	1	1
CC(=O)c1ccc(-c2ccc(C(=O)N3CCN(c4ccc(F)cc4)CC3)o2)cc1	3	11	14	1	10	3	-14	-3	2
CCOc1cc(C2NN=C(c3ccccc3)S2)ccc1OCc1ccccc1Cl (stereo unspecified)	3	1	-2	-4	5	-3	25	-3	1
CCN(CC)C(=O)c1[nH]cnc1C(=O)NCCCCCNC(=O)OC(C)(C)C	x	12	-3	-2	6	0	-1	-3	4
O=C(O)c1cc([N+](=O)[O-])ccc1C(=O)Nc1ccccc1	0	7	-2	-5	-13	5	-7	-1	1
CC(C)OCCCN1C(=O)c2ccccc2C1C(=O)NC1CCCCC1 (stereo unspecified)	1	4	3	-3	6	0	2	4	1
CC(C)c1ccc(NC(=O)Cn2c(=O)oc3cccnc32)cc1	6	8	8	-3	-1	8	-2	-4	0
COc1ccc(OC)c(NC(=O)CC(NC(C)=O)c2ccccc2)c1 (stereo unspecified)	-2	4	4	2	1	2	-7	-1	0
COc1cc([N+](=O)[O-])ccc1NC(=O)CN1CCOCC1	4	2	-1	0	1	2	25	-1	2
Cc1ccsc1C(=O)Nc1ccc(OCc2ccccc2)cc1	5	3	5	-2	-1	7	1	-2	0
Cc1cc(S(=O)(=O)NC2CCCCC2)ccc1OCC(=O)N1CCOCC1	1	2	9	-3	-3	-1	17	-1	-2
CN1/C(=C\C=C2/C(=O)Oc3ccccc3C2=O)C(C)(C)c2ccccc21	-103	x	35*	x	-213	x	-47	-8	51*
COc1cccc(NC(=O)N(CCCN2CCOCC2)C(C)c2cc3cccc(OC)c3o2)c1 (stereo unspecified)	-6	-2	5	5	-1	-4	-2	-2	-2
SMILES	GSTO1 counter	PAFAH1B3 FP inh	pPAFAH FP inh	PAFAH2 FP inh	LYPLA2 counter	PAFAH1B2 inh	PREPL inh	PAD4 inh	LYPLA1 inh
Cc1ccc(C(C)C)c(OCC(=O)N/N=C/c2cccn2C)c1	-3	5	-1	11	5	-1	20	0	0
CCCOc1ccc(OC(=O)c2ccc(Br)o2)cc1	2	4	12	7	5	1	27	-2	-1
Cc1ccc(-c2nnc(SCC(=O)NCC3CCCO3)n2C)cc1 (stereo unspecified)	0	2	4	-3	-3	-1	0	-1	0
CSc1nc2c(c(=O)n1-c1ccc(C)cc1)SCC2	4	1	0	2	3	5	4	3	0
CCC(=O)Nc1ccc(NC(=O)c2cccc3c(Br)cccc23)cc1	-1	11	5	-7	-9	6	-4	-1	-2
CCOC(=O)c1oc2ccccc2c1NC(=O)CN1CCOCC1	5	6	0	1	-2	-2	4	4	-1
CCCCC(c1nnnn1CCOC)N1CCN(CC)CC1 (stereo unspecified)	-9	1	3	3	-4	-1	3	-2	2
COc1cccc(C2C(C(=O)c3ccc(C)o3)=C(O)C(=O)N2c2cc(C)on2)c1 (stereo unspecified)	5	4	5	13	4	-2	2	-4	3
CCN(Cc1nc(-c2ccc(OC)c(OC)c2)no1)C(=O)c1ccoc1C	-4	5	2	0	1	-4	-5	2	-3
Cc1noc(C)c1COc1cccc(C(=O)Nc2cccnc2)c1	1	5	0	-6	5	-3	-3	-2	0
O=C(c1ccc2ccccc2c1)N1CCN(c2ccc(O)cc2)CC1	17	1	14	1	10	-1	18	2	1
O=C(O)c1ccc(CP(=O)(c2ccccc2)c2ccccc2)cc1	-4	2	2	-1	5	5	-1	1	2
COc1ccc(CCN2C(=O)CC(N3CCC(C(N)=O)CC3)C2=O)cc1OC (stereo unspecified)	7	4	2	8	-1	3	3	-3	-1
CC(C)(C)NS(=O)(=O)c1ccc(NC(=O)C2CC(=O)N(CCc3ccc(F)cc3)C2)cc1 (stereo unspecified)	-9	-1	6	5	4	-2	11	-10	1
COC(=O)c1cc(=O)n(Cc2ccc(F)cc2)c(=NCc2ccc(F)cc2)s1	5	1	4	3	-3	3	1	2	-4
O=C(CSc1nnc2ccccn12)NC(=O)NC1CCCCC1	8	4	0	-2	1	0	6	-1	1
CC(C(O)C12CC3CC(CC(C3)C1)C2)N1CCCCC1 (stereo unspecified)	0	2	1	-2	5	6	-4	-1	5
O=C(CSc1nc2ccccc2[nH]1)Nc1nc(-c2ccc(Br)cc2)cs1	-13	-2	-33	-43	-65	3	-73	-1	-20
O=C(CN1C(=O)/C(=C\c2ccccc2Cl)Sc2ccccc21)NCCCN1CCOCC1	-3	0	15	6	1	-2	2	1	-3
O=C(CCN1C(=O)/C(=C/c2cccs2)SC1=S)Nc1cccc(C(=O)O)c1	13	1	11	-4	-8	-2	-16	1	-3
O=C(Nc1cccnc1)Nc1ccc2c(c1)OCO2	-2	5	1	-4	-2	0	3	-1	-6
O=C(N/N=C/C1=Cc2ccccc2OC1)c1ccncc1	4	x	5	x	3	x	2	-4	1
COc1cc2c(cc1OC)C(c1ccc(C(F)(F)F)cc1)CC(=O)N2 (stereo unspecified)	1	3	4	1	10	2	3	-2	5
O=C(Cn1cnc2cc([N+](=O)[O-])ccc2c1=O)NCc1ccc(Cl)cc1	0	6	15	4	1	-2	34	-1	-1
COc1ccccc1Nc1nc2nonc2[nH]c1=O	-5	4	-6	3	-9	1	-6	-1	-3
CN(C)c1ccc(/C=C2\C(=N)N3N=C(CC(=O)N4CCCCC4)SC3=NC2=O)cc1	-9	3	9	2	-2	16	9	1	-6

Assay outcomes as filed in PubChem BioAssay.
